Assay outcomes: PubChem, National Center for Advancing Translational Sciences (NCATS)
D1 ag: Allosteric Agonists of the Human D1 Dopamine Receptor: qHTS; D(1A) dopamine receptor (Homo sapiens), P21728; HEK293 T-REx D1 cells, calcium flux, agonist mode; activation, % at 2 µM; actives 1% (n = 360,000); AID 504660, 2011; further: 0% is about no effect
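Inducible HEK293 T-REx D1 cells, force-coupled to calcium signalling, were plated at 4000 cells/well with tetracycline and held overnight at 30 C. After no-wash calcium dye loading, compound-evoked calcium rise over 180 s flagged agonists.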
TRHR agonist: qHTS for Small Molecule Agonists and Allosteric Enhancers of Human TRH Receptor: Primary Screen for Agonists; TRHR cells, calcium flux fluo-8, FDSS agonist mode; activation, % at 2 µM; actives 0.18% (n = 360,000); AID 493084, 2011; Thyrotropin-releasing hormone receptor (Homo sapiens), P34981; further: 0% is about no effect
Target sequence (P34981 whole entry, looked up): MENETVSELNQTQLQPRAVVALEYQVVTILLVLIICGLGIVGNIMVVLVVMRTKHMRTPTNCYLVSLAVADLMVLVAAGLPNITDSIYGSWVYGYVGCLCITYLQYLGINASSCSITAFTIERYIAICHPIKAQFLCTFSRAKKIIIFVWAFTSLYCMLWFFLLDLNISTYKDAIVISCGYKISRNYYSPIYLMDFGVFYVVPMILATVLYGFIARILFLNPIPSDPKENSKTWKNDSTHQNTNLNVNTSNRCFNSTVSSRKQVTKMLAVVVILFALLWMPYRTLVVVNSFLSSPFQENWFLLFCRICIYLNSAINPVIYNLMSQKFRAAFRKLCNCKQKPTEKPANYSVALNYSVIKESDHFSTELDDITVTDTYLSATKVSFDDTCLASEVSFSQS
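Agonist-mode FDSS calcium read (Ex 480/Em 530, 1 s cycles) in 1536-well TRHR cells with fluo-8 dye, after 10-cycle baseline and 23 nL compound addition; TRH at EC20 (10 nM final) added afterwards for the enhancer phase.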
D2 potentiator: HTS Assay for Positive Allosteric Modulators of the Human D2 Dopamine Receptor: Primary Screen for Potentiators; D(2) dopamine receptor (Homo sapiens), P14416; HEK293 T-REx D2, calcium flux, EC20 dopamine potentiation; potentiation, % at 10 µM; actives 0.34% (n = 340,000);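 active means potentiation over 3 SD above the plate norm, cut at about 30% in these data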; further: 0% is about no effect
Target sequence (P14416 whole entry, looked up): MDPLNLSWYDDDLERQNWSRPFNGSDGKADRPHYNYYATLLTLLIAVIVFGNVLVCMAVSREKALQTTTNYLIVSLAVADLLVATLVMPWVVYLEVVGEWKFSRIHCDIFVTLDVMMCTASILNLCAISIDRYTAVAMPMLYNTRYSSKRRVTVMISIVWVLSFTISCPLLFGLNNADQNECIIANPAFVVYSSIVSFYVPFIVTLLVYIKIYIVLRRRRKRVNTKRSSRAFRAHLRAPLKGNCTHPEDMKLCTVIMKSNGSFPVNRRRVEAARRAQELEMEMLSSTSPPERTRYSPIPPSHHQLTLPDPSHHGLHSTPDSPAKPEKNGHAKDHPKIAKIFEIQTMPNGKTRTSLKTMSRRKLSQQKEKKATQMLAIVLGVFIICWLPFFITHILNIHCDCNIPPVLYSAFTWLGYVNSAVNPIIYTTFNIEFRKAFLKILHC
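Tetracycline-induced HEK293 T-REx cells force-coupled to calcium signalling expressed D2; compounds were pin-added after a 10 s baseline, read kinetically 180 s, then an EC20 dopamine challenge followed with a further 180 s calcium read.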
RXFP1 antagonist: qHTS Assay for Antagonists of the Relaxin Receptor RXFP1; Relaxin receptor 1 (Homo sapiens), Q9HBX9; HEK293-RXFP1, relaxin-stimulated cAMP HTRF, 30 min; hits give low values; activity change, negative = inhibition, % at 57.5 µM; actives 0.59% (n = 350,000);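 active means activity change of -60% or lower, but not beyond a set lower limit; inconclusive means change between -60% and -40%, or beyond the set limit; inactive means change above -40%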; further: on the % scale 0 is the no-effect control and ±100 the full control effect
D1 PAM: Potentiators of Human D1 Dopamine Receptor: qHTS | HEK293 TREx D1 cells, calcium flux, dopamine EC20 potentiation | D(1A) dopamine receptor (Homo sapiens), P21728 | potentiation, % at 10 µM | actives 0.036% (n = 360,000) | AID 504651, 2011; in the data active means potentiation above about 30%; further: 0% is about no effect
D1 antag: Antagonist of Human D 1 Dopamine Receptor: qHTS; actives 3.2% (n = 360,000); HEK293 TREx D1 cells, calcium flux, dopamine EC80; hits give low values; D(1A) dopamine receptor (Homo sapiens), P21728; activity change, negative = inhibition, % at 10 µM; in the data active means activity change below about -30%; further: on the % scale 0 is the no-effect control and ±100 the full control effect
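Compound effects on dopamine-evoked calcium signalling were measured in tetracycline-induced HEK293 Trex D1 cells. Dopamine at EC80 followed a 180 s compound pre-read, and fluorescence was tracked kinetically for 180 s more.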
D2 antag: HTS Assay for Allosteric Antagonists of the Human D2 Dopamine Receptor: Primary Screen for Antagonists. D(2) dopamine receptor (Homo sapiens), P14416. actives 2% (n = 340,000). AID 485344, 2010. HEK293 TREx D2 cells, calcium flux, dopamine EC80. inhibition, % at 10 µM; in the data active means inhibition above about 30%; further: 0% is about no effect
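In this primary screen, negative modulation is detected by tracking calcium flux after an EC80 dopamine challenge in inducible HEK293 T-REx D2 cells preexposed to test compound for 180 s.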
TRHR PAM: qHTS for Small Molecule Agonists and Allosteric Enhancers of Human TRH Receptor: Primary Screen for Enhancers; Thyrotropin-releasing hormone receptor (Homo sapiens), P34981; TRHR cells, fluo-8 calcium fluorescence, EC20 TRH enhancement; enhancement, % at 2 µM; actives 0.66% (n = 360,000); AID 493056, 2011; in the data active means enhancement above about 30%; further: 0% is about no effect
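Enhancer read-out: after compound pinning and an initial kinetic agonist-mode read, an EC20 of TRH (10 nM final) was injected and fluo-8 calcium signal (Ex 480/Em 530) followed at 1 s/cycle for 100 cycles in TRHR-expressing cells.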
D2 agonist: HTS Assay for Allosteric Agonists of the Human D2 Dopamine Receptor: Primary Screen for Agonists; D(2) dopamine receptor (Homo sapiens), P14416; HEK293 T-REx D2 cells, calcium flux agonist mode; activation, % at 2 µM; actives 0.53% (n = 340,000); AID 485358, 2010;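 active means activation over 3 SD above normal in the single-dose calcium agonist read, cut at about 30% in these data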; further: 0% is about no effect
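In this primary screen, compounds producing a positive calcium signal within 180 s of addition to tetracycline-induced, force-coupled HEK293 Trex D2 cells are flagged; cells are dye-loaded with a no-wash calcium kit beforehand.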
* marks the source's active call; other numbers are inactive results; ? = inconclusive; · = not tested or not shown. Unless noted, no stated cut-off is given here; in the data, active means activation above about 30%; inactive means the rest.

Short keys – A = D1 ag; B = TRHR agonist; C = D2 potentiator; D = RXFP1 antagonist; E = D1 PAM; F = D1 antag; G = D2 antag; H = TRHR PAM; I = D2 agonist
O=C(COC(=O)c1ccc(Cl)cc1)NC1CCCCCC1
  A: 5	B: -0.6	C: 3	D: -5	E: ·	F: -18	G: -33	H: 10	I: 0.1

Cc1nc(CC(=O)c2c(C)cc(O)cc2O)cs1
  A: 9	B: 1.8	C: 3	D: -7	E: -2	F: -8	G: -9	H: 11	I: -0.7

Cc1sc2nc(SCC(=O)OC(C)C)n(C)c(=O)c2c1C
  A: 3	B: -0.4	C: 3	D: -6	E: -2	F: 6	G: -5	H: -1	I: 1.4

COc1ccc(N2Cc3cccc(C(=O)Nc4ccc(C(C)C)cc4)c3C2=O)cc1
  A: 0	B: 1.1	C: -9	D: 6	E: 1	F: -5	G: ·	H: -5	I: 0.2

O=C(NNc1nc2c(F)cccc2s1)c1ccccc1
  A: 5	B: -0.1	C: 11	D: 1	E: -1	F: 11	G: -17	H: 8	I: 0.9

COc1ccc(CCNC(=O)CSCc2n[nH]c(=O)[nH]2)cc1OC
  A: 4	B: 0.5	C: -5	D: 9	E: -1	F: -6	G: 8	H: -2	I: 0.3

CC(=O)c1cccc(NC(=O)C2=CC(c3cccs3)=NS(=O)(=O)N2C)c1
  A: 0	B: 0.2	C: -14	D: -7	E: -1	F: -2	G: 10	H: 3	I: 0.3

Cc1cc(C)cc(OCCNC(=O)C2CCN(S(=O)(=O)c3ccccc3)CC2)c1
  A: 2	B: -0.1	C: 2	D: 0	E: -3	F: -5	G: -3	H: -10	I: -0.2

N#Cc1ccc(OCC(=O)NCCc2ccccn2)cc1
  A: 0	B: -2.3	C: 13	D: -6	E: 5	F: 6	G: -7	H: 5	I: -1.1

CC(C)CN(C(=O)COC(=O)c1ccc(C#N)cc1)C1CCS(=O)(=O)C1 (stereo not drawn)
  A: 4	B: 0.5	C: 4	D: -5	E: -4	F: -16	G: -6	H: 7	I: 0.5

C/C(=N\N(c1ccccc1)c1ccccc1)c1ccco1
  A: 1	B: -1.0	C: 2	D: -7	E: -2	F: -8	G: 12	H: -2	I: 1.9

CN1CCN(c2nc3c(c(=O)[nH]c(=O)n3C)n2CCCSc2nnnn2-c2ccccc2)CC1
  A: 0	B: 0.2	C: -9	D: -17	E: -2	F: 5	G: -1	H: -3	I: -0.2

Cc1ccc(C)c(S(=O)(=O)c2cnc(SCC(=O)Nc3ccc(F)cc3F)[nH]c2=O)c1
  A: -1	B: -0.1	C: 18	D: ·	E: 5	F: 7	G: ·	H: 1	I: -0.2

CC1Cc2ccccc2N1S(=O)(=O)c1cccc(C(=O)NCCCn2ccnc2)c1 (stereo not drawn)
  A: 5	B: -1.3	C: -26	D: -28	E: -2	F: -10	G: -8	H: -12	I: -0.3

O=C(NNc1c(Cl)cccc1Cl)c1c(F)cccc1Cl
  A: 2	B: -0.6	C: -13	D: -16	E: -7	F: -35*	G: -18	H: -8	I: 1.4

C[C@H](O)[C@@H](C(=O)N1CCN(C(=O)OC(C)(C)C)CC1)n1cc(CCCCNC(=O)OC(C)(C)C)nn1
  A: -5	B: 0.1	C: 14	D: ·	E: 3	F: 6	G: -3	H: 2	I: -0.3

CN(C1CCCCC1)S(=O)(=O)c1ccc(-n2cnnn2)cc1
  A: 4	B: -0.8	C: 19	D: 3	E: -2	F: -4	G: 9	H: -12	I: -0.2

Cc1ccc(-n2c3c(cc(C(=O)NCc4ccco4)c2=O)C(=O)CCC3)cc1
  A: 1	B: -1.2	C: 1	D: -8	E: -7	F: 8	G: -15	H: 14	I: -2.2

COc1ccc(/C=N/NC(=O)c2nn(C)cc2Br)cc1CSCc1ccco1
  A: 15	B: 0.6	C: -5	D: -8	E: 1	F: -6	G: -16	H: -1	I: -0.1

Cc1ccc2onc(CNC(=O)NCc3ccc(Cl)cc3)c2c1
  A: -1	B: -0.3	C: -1	D: -15	E: 0	F: -14	G: ·	H: 1	I: ·

C[N+](C)(C)CCOC(N)=O
  A: 9	B: 29	C: 0	D: -4	E: -4	F: 2	G: -13	H: 4	I: 12

O=C(COC(=O)Cc1ccccc1F)Nc1ccc(SC(F)F)cc1
  A: 8	B: 0.5	C: 2	D: -7	E: -7	F: -35*	G: 15	H: -6	I: 0.8

CCOC(=O)Cn1c(-c2cccnc2)nc(-c2ccccc2)c1-c1ccccc1
  A: 3	B: -1.3	C: -2	D: 9	E: -11	F: -12	G: -13	H: -7	I: -1.9

O=C1CC(c2ccc3c(c2)OCO3)c2cc3c(cc2N1)OCCO3 (stereo not drawn)
  A: 5	B: -0.8	C: 6	D: -6	E: 2	F: -20	G: 14	H: -6	I: 0.4

O=C(OCc1cc(=O)n2c(n1)sc1ccccc12)c1ccc2c(=O)n3c(nc2c1)CCC3
  A: 0	B: 0.3	C: -4	D: -4	E: -4	F: -14	G: -3	H: -6	I: 0.8

Cc1cc(NCCN2CCOCC2)n2nc(C)c(-c3ccccc3)c2n1
  A: 0	B: 0.2	C: 14	D: -10	E: -5	F: -6	G: -4	H: -9	I: 0.3

O=C(CN1C(=O)C2C3C=CC(C3)C2C1=O)Nc1nncs1 (stereo not drawn)
  A: 2	B: 0.1	C: 10	D: -8	E: 0	F: -18	G: 3	H: 2	I: 3.0

CN1C[C@@H]2C(c3ccc(C(F)(F)F)cc3)C3(c4cccnc4)CC2(C3)[C@H]1c1ccccc1 (stereo partly drawn)
  A: 1	B: 0.0	C: -2	D: ·	E: -1	F: -10	G: 2	H: 2	I: 0.7

CC1Cc2ccccc2N1C(=O)/C=C/c1cccc(F)c1 (stereo not drawn)
  A: 1	B: -1.4	C: 1	D: -23	E: 1	F: 3	G: 25	H: 2	I: 1.1

O=C(CCOc1ccccc1)Nc1cccc(S(=O)(=O)Nc2ccccc2Cl)c1
  A: 9	B: -0.4	C: 7	D: 0	E: -4	F: -18	G: -1	H: -7	I: 0.1

COc1ccccc1NC(=O)CN(c1ccccc1)S(=O)(=O)c1ccccc1
  A: 0	B: -0.6	C: 6	D: 2	E: -11	F: -3	G: -2	H: 6	I: 0.3

Cc1ccc(CCNC(=O)c2sc3ncccc3c2-n2cccc2)cc1
  A: 10	B: 0.3	C: 1	D: -21	E: 1	F: 1	G: ·	H: 6	I: 0.1

Cc1nc(NC(=O)/C=C/c2ccc(Cl)cc2Cl)sc1C(=O)N(C)C
  A: 2	B: 0.3	C: -3	D: -2	E: -4	F: -6	G: 4	H: -1	I: -0.4

CCCCN1C(=O)C(O)=C(C(C)=O)C1c1ccccc1 (stereo not drawn)
  A: 1	B: 0.3	C: -1	D: 5	E: -4	F: -7	G: -11	H: -5	I: -1.3

CN1CC(=O)N2[C@H](c3ccc4c(c3)OCO4)c3[nH]c4ccccc4c3C[C@@H]2C1=O
  A: 5	B: 0.6	C: 10	D: -19	E: 0	F: 29	G: 7	H: 1	I: 1.3

Cc1cccc(Cn2c(SCC(=O)Nc3ccccc3)nc3c2c(=O)[nH]c(=O)n3C)c1
  A: 1	B: -0.1	C: -6	D: 8	E: -2	F: 11	G: -26	H: 6	I: -1.1

COc1cccc(NC(=O)Cn2c(CCC(=O)O)ccc2-c2cccs2)c1
  A: 1	B: -0.2	C: -1	D: 3	E: -3	F: -4	G: 6	H: -4	I: 0.2

Cc1ccccc1C(=O)Nc1ccc(O)c2c(=O)cc(-c3ccccc3Cl)oc12
  A: 3	B: -1.1	C: -4	D: ·	E: -10	F: -10	G: -8	H: -4	I: 0.5

CCOc1ccc2ccccc2c1/C=N/NC(=O)c1ccncc1
  A: 2	B: -0.6	C: ·	D: 2	E: -4	F: -18	G: ·	H: 0	I: ·

COc1cccc(C(=O)c2cc3ccc(O)cc3oc2=O)c1
  A: 3	B: 1.4	C: 11	D: -14	E: -1	F: 1	G: -31	H: -2	I: 0.7

Record cards (already shown). Order of values: D1 ag | TRHR agonist | D2 potentiator | RXFP1 antagonist | D1 PAM | D1 antag | D2 antag | TRHR PAM | D2 agonist
CCOC(=O)Cn1c(-c2cccnc2)nc(-c2ccccc2)c1-c1ccccc1 is listed with 3 | -1.3 | -2 | 9 | -11 | -12 | -13 | -7 | -1.9
Cc1ccc2onc(CNC(=O)NCc3ccc(Cl)cc3)c2c1 is listed with -1 | -0.3 | -1 | -15 | 0 | -14 | · | 1 | ·

(listing goes on)
Short keys – A = D1 ag; B = TRHR agonist; C = D2 potentiator; D = RXFP1 antagonist; E = D1 PAM; F = D1 antag; G = D2 antag; H = TRHR PAM; I = D2 agonist
Nc1cc(N)cc(C(=O)Nc2ccc3c(c2)C(=O)NC3=O)c1
  A: 2	B: 0.6	C: 3	D: 5	E: -3	F: 4	G: 20	H: 0	I: 0.2

CCOC(=S)SCC(=O)Nc1nccs1
  A: 1	B: -0.8	C: 2	D: -16	E: -13	F: -1	G: 16	H: -2	I: 1.2

CCN(CC(=O)Nc1ccc(NC(C)=O)cc1)C(=O)C1COc2ccccc2O1 (stereo not drawn)
  A: 2	B: 0.3	C: ·	D: -8	E: -2	F: 2	G: ·	H: -1	I: ·

CN1CCSc2ccc(C(=O)Nc3cc(F)ccc3F)cc21
  A: 6	B: -0.3	C: -12	D: 1	E: -7	F: -5	G: 21	H: -6	I: -1.7

CCN(CC(=O)NCc1cccs1)C(=O)/C=C/c1cc(OC)ccc1OC
  A: -1	B: -0.9	C: -8	D: 12	E: -15	F: -67*	G: ·	H: 4	I: ·

COCCN(CC(=O)Nc1cccc(C)c1C)C(=O)c1cc2c(s1)CCC2
  A: 0	B: 0.5	C: 1	D: -10	E: -2	F: 4	G: -7	H: -1	I: -0.3

Cc1ccccc1NS(=O)(=O)c1ccc(N2CCCC2=O)cc1
  A: 7	B: 0.8	C: -7	D: -2	E: 3	F: -4	G: 3	H: -4	I: -0.6

Cc1c(NC(=S)NCc2ccc(F)cc2)cccc1[N+](=O)[O-]
  A: 32*	B: 1.7	C: -1	D: 5	E: -6	F: -31*	G: -13	H: -4	I: 0.0

CC1(C)OC(=O)C(=CNc2cccc(C(=O)O)c2)C(=O)O1
  A: 1	B: 2.5	C: -2	D: 3	E: -6	F: 1	G: -6	H: 3	I: -0.4

NC1=NC[C@H](Cc2ccc(O)cc2)N1CCc1cccc(F)c1
  A: 0	B: 0.1	C: 4	D: ·	E: -7	F: -17	G: 39*	H: 0	I: 0.1

O=C(Nc1cccc(C(=O)OCc2cc(=O)n3c4c(sc3n2)CCCC4)c1)c1ccc(Cl)cc1
  A: 1	B: 0.5	C: 6	D: ?	E: -1	F: 1	G: ·	H: 4	I: -2.4
